M18AAP inhibitor: PfM18AAP enzyme inhibition; recombinant PfM18AAP, H-Glu-NHMec fluorogenic cleavage; inhibition, % at 7.35 µM; 290,000 compounds, 1.2% hits; AID 1822;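 active = inhibition above the campaign mean inhibition over all tested compounds plus 3 SD, cut at about 28% in these data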;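 also: 0% = plate median of test compound wells and 100% = 2 mM ZnCl2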
PHOSPHO1 block: inhibitors of human PHOSPHO1 phosphatase; recombinant PHOSPHO1, absorbance phosphatase assay; inhibition, % at 13.3 µM; 290,000 compounds, 1.1% hits; AID 1565; in the data active = inhibition above about 60%
NALP1 yeast inh: inhibitors of NALP1 inflammasome in yeast | S. cerevisiae NALP1/ASC/caspase-1 growth, X-gal OD620, 72 h | inhibition, % at 10 µM | 280,000 compounds, 0.61% hits | AID 2071; in the data active = inhibition mostly above about 24%, no sharp cut-off; inactive = mostly below about 32%; also: some compounds called inactive have numbers as strong as hits
pCIP destab: p/CIP protein destabilization | decrease of EGFP signal, % at 10 µM | Q05BA5 | F442A p/CIP-EGFP cells, EGFP fluorescence, 16 h | 290,000 compounds, 0.01% hits | AID 1984;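 active = EGFP signal decrease of at least 30% at 10 µM or well 3 SD below plate mean, unless failing retest; inactive = the rest, including hits failing retest or dose response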; also: some compounds called inactive have numbers as strong as hits; many of its hits are not listed in these tables
Target sequence (Q05BA5 1-1403): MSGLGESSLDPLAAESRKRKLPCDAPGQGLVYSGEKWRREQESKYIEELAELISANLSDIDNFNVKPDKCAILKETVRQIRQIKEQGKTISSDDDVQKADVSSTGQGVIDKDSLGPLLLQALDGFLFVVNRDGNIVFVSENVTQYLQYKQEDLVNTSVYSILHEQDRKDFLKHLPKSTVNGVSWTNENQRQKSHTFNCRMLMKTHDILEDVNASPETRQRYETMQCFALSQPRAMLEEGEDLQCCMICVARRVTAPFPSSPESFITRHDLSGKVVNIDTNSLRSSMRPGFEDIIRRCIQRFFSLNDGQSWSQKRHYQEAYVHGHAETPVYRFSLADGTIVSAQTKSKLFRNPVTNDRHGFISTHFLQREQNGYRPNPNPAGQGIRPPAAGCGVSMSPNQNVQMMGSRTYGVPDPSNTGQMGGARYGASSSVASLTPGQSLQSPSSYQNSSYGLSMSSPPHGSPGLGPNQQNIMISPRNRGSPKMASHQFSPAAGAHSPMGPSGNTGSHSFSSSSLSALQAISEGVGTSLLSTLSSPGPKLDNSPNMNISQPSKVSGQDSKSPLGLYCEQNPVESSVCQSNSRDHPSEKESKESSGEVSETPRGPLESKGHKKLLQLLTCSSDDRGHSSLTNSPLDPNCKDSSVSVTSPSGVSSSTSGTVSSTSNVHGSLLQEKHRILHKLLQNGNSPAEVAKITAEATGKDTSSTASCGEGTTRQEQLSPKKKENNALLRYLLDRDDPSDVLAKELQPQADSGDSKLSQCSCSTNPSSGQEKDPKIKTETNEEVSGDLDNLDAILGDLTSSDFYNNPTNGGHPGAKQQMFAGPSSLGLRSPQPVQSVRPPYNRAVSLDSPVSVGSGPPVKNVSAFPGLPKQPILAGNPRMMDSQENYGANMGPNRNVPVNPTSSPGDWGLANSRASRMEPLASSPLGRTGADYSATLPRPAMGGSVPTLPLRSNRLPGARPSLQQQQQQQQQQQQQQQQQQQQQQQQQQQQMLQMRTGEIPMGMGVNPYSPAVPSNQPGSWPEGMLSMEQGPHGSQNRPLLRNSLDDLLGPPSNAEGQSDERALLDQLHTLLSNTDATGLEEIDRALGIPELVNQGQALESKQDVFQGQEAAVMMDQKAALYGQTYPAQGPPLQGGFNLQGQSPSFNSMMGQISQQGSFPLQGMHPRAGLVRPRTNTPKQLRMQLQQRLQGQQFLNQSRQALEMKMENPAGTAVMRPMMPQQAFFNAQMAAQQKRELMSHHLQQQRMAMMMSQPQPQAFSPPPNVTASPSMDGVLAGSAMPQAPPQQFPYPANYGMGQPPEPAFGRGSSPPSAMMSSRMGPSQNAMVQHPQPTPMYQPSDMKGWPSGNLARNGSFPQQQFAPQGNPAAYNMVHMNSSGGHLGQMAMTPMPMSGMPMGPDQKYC
IDE cell activ: boosts human insulin-degrading enzyme activity in HEK cells; P14735; activation, % at 5.96 µM; 340,000 compounds, 0.073% hits; FAbeta-B cleavage, fluorescence polarization; 0% vehicle, 100% cell-free pure enzyme wells;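 active = activation above the mean of all tested compounds plus 3 SD, set per screening campaign, cut at about 17% in these data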
GPR7 antagonist: human neuropeptides B/W receptor 1 antagonism; P48145; GPR7-expressing cells, fluorescence antagonist assay; inhibition, % at 4.4 µM; 290,000 compounds, 1.1% hits; AID 1861; in the data active = inhibition above about 16%, passing the limit was not always enough;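 also: cells stimulated with the agonist NPW; 0% = agonist with vehicle and 100% = vehicle without agonist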
VIM-2 inh: inhibitors of Pseudomonas aeruginosa VIM-2 metallo-beta-lactamase; purified VIM-2, nitrocefin hydrolysis, epi-absorbance fluorescence; inhibition, % at 5.6 µM; 290,000 compounds, 0.89% hits; AID 1527;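 active = inhibition above the mean of all tested compounds plus 3 SD, cutoff set per screening run, cut at about 7.5% in these data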;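 also: red hydrolysis product quenches plate fluorescence so inhibitors raise well fluorescence; 0% = enzyme with DMSO and 100% = DMSO without enzyme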
IDE inh: inhibits human insulin-degrading enzyme in HEK cells. P14735. FAbetaB cleavage, fluorescence polarization. inhibition, % at 5.59 µM. 320,000 compounds, 0.41% hits;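 active = percent inhibition above the average of all tested compounds plus 3 SD, set per screening campaign, cut at about 16% in these data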;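 also: IDE supplied by intact live HEK cells; FP after avidin binding of uncleaved biotin substrate so inhibition keeps polarization high; 0% = DMSO wells and 100% = 60 µM reference IDE inhibitor Ii1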
IMP-1 inh: inhibitors of Pseudomonas aeruginosa IMP-1 metallo-beta-lactamase. purified IMP-1, nitrocefin hydrolysis, epi-absorbance fluorescence. inhibition, % at 5.6 µM. AID 1556. 290,000 compounds, 0.45% hits;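 active = inhibition above the mean plus 3 SD of all compounds in the same screening run, cut at about 4.5% in these data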;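 also: 0% = IMP-1 with DMSO and 100% = DMSO wells lacking enzyme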
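Material – recombinant IMP-1 enzyme, purified · Amount – IMP-1 0.2 nM before substrate addition · Medium – HEPES buffer pH 7.1 with ZnSO4 and Brij 35 · Timing – 25 °C, 15 min preincubation, 25 min reaction · Measured by – plate fluorescence quenching by hydrolysis product, ex 480/em 530 nm · Read-out – percent enzyme inhibition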
Active calls of the source: *; · = no result given.

SMILES,GPR7 antagonist,NALP1 yeast inh,M18AAP inhibitor,pCIP destab,VIM-2 inh,IMP-1 inh,IDE cell activ,PHOSPHO1 block,IDE inh
CCOC(=O)C1C(c2ccc(O)c(OC)c2)NC(=S)NC1(O)C(F)(F)F (configuration not stated),-14,17,-5,-8,-2.6,-1.8,-1,-5,-1
CC(C)c1ccc(-c2nnn(CCC#N)n2)cc1,11,12,-5,0,-0.9,-1.8,-3,10,1
O=C1CC(=O)N(Cc2ccco2)C(=O)N1,0,33,13,26,-0.5,-1.1,-18,36,21*
CCN(C(=O)CSc1nc(N)cc(N)n1)C1CCS(=O)(=O)C1 (configuration not stated),-19,2,2,-9,0.1,-2.5,1,14,0
O=C(CSc1ccccc1)N[C@@H](Cc1ccccc1)C(=O)O,-16,-1,-1,-7,-1.9,-2.6,7,-8,-3
C/C(=N\NS(=O)(=O)c1c(C)cc(C)cc1C)c1ccncc1,-15,4,-4,-10,-2.7,-3.8,3,-6,3
CCOC(=O)C1(CCOC)CCN(C(=O)Cc2ccsc2)CC1,-4,10,-2,7,-1.8,-2.3,5,29,-1
CC1CCN(S(=O)(=O)c2ccc3[nH]c(=O)c(=O)[nH]c3c2)CC1,-9,-5,-4,-9,-1.9,-3.4,6,37,-3
CC(C)(C)c1ccc(-c2nc(C#N)c(NCCCn3ccnc3)o2)cc1,-14,16,1,-2,-0.2,-1.1,1,36,-3
Cc1nc2ccc(NC(=O)Cc3ccsc3)cc2s1,0,-2,-5,-4,-3.0,-4.5,5,4,6
Cc1ccc(C)c(-n2cc(CNCCc3cnccn3)c(-c3ccccc3)n2)c1,-2,-5,4,-6,-2.9,-2.8,2,43,0
CCOc1cccc(CNCc2ccc(C(=O)O)cc2)c1,1,-11,4,-4,-0.1,0.4,5,-24,3
COc1cccc(-n2nnnc2S(C)(=O)=O)c1,28*,18,-54,-16,-1.1,-2.0,1,2,0
CC1=NN(C(N)=S)C(=O)C1N=Nc1ccc(Br)cc1 (configuration not stated),1,17,12,-8,-2.5,-0.9,2,44,·
CC(NC(=O)Cc1ccc(-c2ccccc2)cc1)c1ccccc1 (configuration not stated),12,15,-26,-24,0.1,5.0*,1,-31,1
Cn1cc(/C=C2\SC(=S)N(NC(=O)c3ccccc3Cl)C2=O)c2ccccc21,-9,26,4,-22,-2.6,-3.0,-21,-10,11
COc1ccccc1/C=C/C=N/n1c(-c2ccco2)n[nH]c1=S,-2,-8,17,-6,-0.9,-4.2,5,85*,-4
COc1cc(/C=N/NC(N)=O)ccc1OCC(=O)N1C(C)CCCC1C (configuration not stated),-3,21,-7,0,-3.4,-0.8,4,48,4
CC1=C(C(=O)Nc2ccc(C)cc2C)C(c2ccc(Cl)cc2)n2nc(C(=O)OC(C)C)nc2N1 (configuration not stated),-6,28,-3,-14,-3.0,-3.5,4,-11,-3
Cc1ccc(SCC(=O)N2N=CCC2c2ccccc2)cc1 (configuration not stated),-14,-7,4,-1,-0.7,-3.1,8,51,-5
CNC(=S)N1CCN(c2nc(-c3cccc(OC)c3)cs2)CC1,0,-15,-1,-10,-0.9,-2.1,-2,·,5
COc1ccccc1OCC(O)Cn1c(=N)n(Cc2ccccc2)c2ccccc21 (configuration not stated),25*,12,-1,-8,-1.8,-2.4,4,6,-3
Cc1[nH]nc2c1C(c1cccnc1)N(c1ccc(Br)cc1)C2=O (configuration not stated),-2,-32,-1,4,0.7,-1.0,4,-14,1
Nc1nc(SCc2ccccc2)[nH]c(=O)c1-c1ccccc1,-9,18,-8,-11,0.0,0.1,5,6,4
CCSc1nnc(N2C(=O)c3ccc(C(=O)c4ccc(C(=O)O)cc4)cc3C2=O)s1,-17,9,7,-4,-0.9,-3.2,3,44,2
O=C(Nc1c2c(nn1-c1ccccc1)CSC2)c1ccc(N2C(=O)CCC2=O)cc1,-8,4,-4,9,-2.8,-3.4,1,40,1
CCOC(=O)c1nc(C)nc(Sc2n[nH]c(-c3cc(C(F)(F)F)cc(C(F)(F)F)c3)n2)c1C,-8,·,3,-9,-3.1,-2.5,2,22,4
O=c1cc(N2CCN(c3ccccc3F)CC2)[nH]c(=O)n1-c1ccc(Br)cc1,5,-7,-2,-6,-0.8,-3.8,4,-12,2
CCc1sc(C(=O)N2CCCN(C)CC2)cc1Br,-5,18,-9,-8,-0.9,0.1,3,23,3
CC(=O)N(C)c1ccc(N=C2C(=O)Nc3ccccc32)cc1,-7,12,1,-2,1.4,-2.1,2,38,·

In a second layout: two of the compounds above.
Every second line gives: GPR7 antagonist	NALP1 yeast inh	M18AAP inhibitor	pCIP destab	VIM-2 inh	IMP-1 inh	IDE cell activ	PHOSPHO1 block	IDE inh
O=C(Nc1c2c(nn1-c1ccccc1)CSC2)c1ccc(N2C(=O)CCC2=O)cc1
 : -8	4	-4	9	-2.8	-3.4	1	40	1
O=c1cc(N2CCN(c3ccccc3F)CC2)[nH]c(=O)n1-c1ccc(Br)cc1
 : 5	-7	-2	-6	-0.8	-3.8	4	-12	2

New compounds follow:
SMILES,GPR7 antagonist,NALP1 yeast inh,M18AAP inhibitor,pCIP destab,VIM-2 inh,IMP-1 inh,IDE cell activ,PHOSPHO1 block,IDE inh
C=CCNC(=O)c1ccccc1NC(=O)C1CCN(S(=O)(=O)c2ccc(SC)cc2)CC1,10,-16,-2,-11,1.0,1.2,5,-1,3
O=C(c1ccco1)N1CCCC(c2nc3c(nnn3Cc3c(Cl)cccc3Cl)c(=O)[nH]2)C1 (configuration not stated),6,13,4,-6,-1.4,-2.5,-4,-2,6
O=C(NN1C(=O)C2C3c4ccccc4C(c4ccccc43)C2C1=O)c1ccccc1 (configuration not stated),-7,12,-1,-10,-2.5,-3.3,-1,-16,6
CC(=O)Nc1ccc(NC(=O)COC(=O)C2c3ccccc3Oc3ccccc32)cc1,23*,29,2,2,1.6,1.1,2,34,·
Cc1ccc(CNC(=O)C2CCCN(C(=O)Nc3ccc(F)cc3)C2)cc1 (configuration not stated),-8,17,-2,-5,0.8,-4.0,3,6,-2
COc1ccc(N(C(=O)C(C)C)S(=O)(=O)c2ccc(Cl)cc2)cc1,16,12,2,-6,-1.5,-0.7,7,0,1
COc1cc(SC)ccc1C(=O)OCC(=O)NCCNC(=O)COC(=O)c1ccc(SC)cc1OC,-10,5,-5,-8,1.1,0.3,2,4,3
O=C(CN(c1ccc2c(c1)OCCO2)S(=O)(=O)c1ccccc1)Nc1ccc2c(c1)OCO2,8,-1,-1,-17,-1.7,-1.7,-2,20,6
Cc1c(C(c2cccc(Br)c2)c2c(C)n(C)n(-c3ccccc3)c2=O)c(=O)n(-c2ccccc2)n1C,-5,8,0,10,-0.5,-2.8,1,-11,-2
CC(C)C[C@H](NC(=O)c1nc[nH]c1C(=O)N[C@@H](CCCCNC(=O)OC(C)(C)C)C(=O)OC(C)(C)C)C(=O)OCc1ccccc1,-27,12,-8,-3,-3.3,-2.5,-3,-24,5
O=C(NNC(=O)c1ccc([N+](=O)[O-])cc1Cl)c1ccncc1,-1,7,6,0,-2.7,-2.4,-2,-10,7
CCn1c(SCC(=O)Nc2ccc3c(c2)OCO3)nc2c1c(=O)n(C)c(=O)n2C,-7,6,-13,-1,-2.7,-1.0,2,-12,4
O=C1CC(C(=O)Nc2cc(Cl)ccc2Cl)n2ncnc2N1 (configuration not stated),3,-16,8,-9,-3.5,-1.6,1,25,4
CNC(=S)N(CCc1c(C)[nH]c2ccc(C)cc12)Cc1cccs1,-2,1,1,-7,-3.6,-3.9,2,-10,4
COC(=O)c1cccc([N+](=O)[O-])c1CN1CCCC(C(N)=O)C1 (configuration not stated),-11,21,-1,-8,-0.2,-4.0,-1,24,1
CC1CC(C)CN(c2nc3c(c(=O)n(C)c(=O)n3C)n2C)C1 (configuration not stated),-1,-2,3,7,-2.2,-4.5,5,-1,-2
CCCCC(C(=O)NC(C)(C)C)N(Cc1ccccc1)C(=O)c1snc(C(N)=O)c1N (configuration not stated),-6,3,11,4,0.7,-2.0,6,19,1
O=S(=O)(c1ccccc1)N1CCN(Cc2cccc(Cl)c2)CC1,0,-20,6,-4,-2.6,-2.0,7,-22,-7
COc1ccc(NS(=O)(=O)c2ccc3oc(SCC(N)=O)nc3c2)cc1,1,4,-3,0,-0.6,-4.9,1,6,3
COc1ccccc1-c1ccc(=O)n(CC(=O)NCc2cccs2)n1,-10,7,-8,12,-0.7,-2.2,4,34,0
Cc1ccc(C(OCC(O)CN2CCCCC2)c2ccccc2)cc1 (configuration not stated),0,12,-10,-12,0.6,-0.3,0,10,-3
O=C(Nc1ccccc1C(=O)N1CCN(c2ccccc2)CC1)c1ccco1,0,21,5,-3,-2.3,-2.5,3,-4,0
O=C(CSc1nnc(-c2ccccn2)n1Cc1ccccc1)Nc1ccc2c(c1)OCO2,-5,14,1,-5,-1.2,-4.8,2,47,2
Cc1c(OC(C)C(=O)NCCCN2CCOCC2)ccc2c1oc(=O)c1ccccc12 (configuration not stated),-4,12,-7,-4,19*,-1.2,-1,20,2
Cc1cc2nc(-c3ccc(SCc4ccccn4)nc3)[nH]c2cc1C,-4,-2,-12,-2,-1.4,-2.0,-22,12,12
CCn1cc([N+](=O)[O-])c(C(=O)N2CCN(C(=O)c3ccco3)CC2)n1,-6,24,-7,1,-4.5,-3.7,2,-12,10
CN(/C=C/C(=O)C(F)(F)F)Cc1ccccc1,-1,9,0,-2,-3.2,-1.6,-1,7,-1
COC(=O)N(NC(=O)C(O)(c1ccccc1)c1ccccc1)c1ccc(C)cc1,15,24,-3,-4,-4.1,-3.1,0,-6,6

Screening results (PubChem BioAssay)
